Nox1 inhibitor: human Nox1 inhibition. Q9Y5S8. HT29 cells, luminol chemiluminescence ROS. inhibition, % at 6.7 µM. 16,000 compounds, 0.81% hits. AID 1792
Target sequence (Q9Y5S8 whole entry, looked up): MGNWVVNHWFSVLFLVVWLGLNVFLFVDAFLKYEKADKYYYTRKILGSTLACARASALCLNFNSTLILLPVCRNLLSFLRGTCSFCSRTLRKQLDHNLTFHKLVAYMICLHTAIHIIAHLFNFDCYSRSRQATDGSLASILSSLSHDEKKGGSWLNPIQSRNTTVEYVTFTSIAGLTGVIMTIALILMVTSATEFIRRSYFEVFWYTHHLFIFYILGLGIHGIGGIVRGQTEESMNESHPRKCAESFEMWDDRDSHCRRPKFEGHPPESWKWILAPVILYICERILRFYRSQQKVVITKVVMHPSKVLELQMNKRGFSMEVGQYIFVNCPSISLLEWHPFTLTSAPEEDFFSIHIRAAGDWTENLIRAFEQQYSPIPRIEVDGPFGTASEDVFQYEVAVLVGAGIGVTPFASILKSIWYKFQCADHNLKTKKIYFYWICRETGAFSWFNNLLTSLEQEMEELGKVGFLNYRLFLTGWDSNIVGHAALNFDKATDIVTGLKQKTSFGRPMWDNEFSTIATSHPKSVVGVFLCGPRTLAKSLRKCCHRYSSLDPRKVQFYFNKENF
KOR antag MB: OPRK1 (human) antagonism, Maybridge screen; P41145; OPRK1 cells, antagonist mode, fluorescence readout; inhibition, % at 9 µM; 16,000 compounds, 0.4% hits; AID 652031; in the data active = inhibition above about 50%
Luminol counter: quenches luminol chemiluminescence in Nox1 counter-screen. HRP/luminol/H2O2 chemiluminescence counterscreen. inhibition, % at 6.7 µM. 16,000 compounds, 0.4% hits. AID 1823; also: reference of the scale not given here
PME-1 Maybridge: Maybridge compound blocking human PME-1 | Q9Y570 | recombinant PME-1, FP-Rh probe fluorescence polarization | inhibition, % at 9 µM | 16,000 compounds, 0.5% hits | AID 2291; in the data active = inhibition above about 30%
TLR4 MyD88 blk: inhibitors of human TLR4-MyD88 binding. Cell-based TLR4-MyD88 binding inhibition assay. inhibition, % at 10 µM. 16,000 compounds, 0.06% hits. AID 811; in the data active = inhibition above about 45%
rat GALR2 ag: agonists of rat galanin receptor 2 (GALR2). O08726. cell-based GALR2 agonist screen. 16,000 compounds, 0.5% hits. activation, % at 10 µM; in the data active = activation above about 15%
Target sequence (O08726 whole entry, looked up): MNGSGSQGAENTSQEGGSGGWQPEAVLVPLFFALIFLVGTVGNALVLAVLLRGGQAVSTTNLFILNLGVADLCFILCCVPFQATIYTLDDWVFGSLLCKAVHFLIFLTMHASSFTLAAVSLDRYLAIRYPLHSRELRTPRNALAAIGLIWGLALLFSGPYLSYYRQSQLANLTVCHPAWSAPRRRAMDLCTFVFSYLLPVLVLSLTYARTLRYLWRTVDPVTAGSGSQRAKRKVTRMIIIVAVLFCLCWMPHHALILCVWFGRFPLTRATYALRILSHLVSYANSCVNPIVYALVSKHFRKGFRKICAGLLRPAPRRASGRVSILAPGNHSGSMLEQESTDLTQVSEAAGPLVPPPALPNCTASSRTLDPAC
S1P1 agonist: activates the human S1P1 receptor; AID 1044; 16,000 compounds, 1.5% hits; S1P1 agonist cell-based reporter assay; P21453; activation, % at 4.5 µM; in the data active = activation above about 80%
NOTCH ag: agonists of NOTCH signaling; NOTCH signaling luciferase reporter cells, luminescence; activation, % at 2.5 µM; 15,000 compounds, 0.4% hits; AID 434982; in the data active = activation above about 2.2%
* = called active by the depositor; / = not tested or not shown. Rule as the data show it, unless noted: active = inhibition above about 75%; inactive = the rest. Hits appear at their usual frequency; any-hit rate near 4.8%.

SMILES	Nox1 inhibitor	KOR antag MB	Luminol counter	PME-1 Maybridge	TLR4 MyD88 blk	rat GALR2 ag	S1P1 agonist	NOTCH ag
FC(F)(F)c1ccnc(N2CCN(C(=S)Nc3ccccc3N3CCOCC3)CC2)n1	9.0	6.0	6.2	-1.4	2.4	0.9	-19.5	-0.1
Cc1c(C)c(C)c(CSCc2n[nH]c(=S)n2-c2cccc(C(F)(F)F)c2)c(C)c1C	-27.3	-18.2	3.8	1.9	-1.6	-8.2	-18.7	-0.3
O=c1cc(CSc2n[nH]c(-c3cccs3)n2)c2ccc(O)cc2o1	-15.4	17.0	-9.1	-3.6	8.3	-5.1	-17.0	-0.6
COC(C)(OC)c1ccc(C#N)c(=S)[nH]1	-3.2	-2.3	0.7	28.2	-5.6	-3.4	-20.8	-0.5
CCOC(=O)CSc1nnc(Cc2ccc(Cl)cc2)c(=O)[nH]1	-25.9	-10.8	0.3	1.7	2.2	-6.8	6.7	-0.4
COc1ccc(C2CN=NC23C(=O)c2ccccc2OC3c2ccccc2)cc1 (stereo not given)	-17.5	-6.3	3.8	-5.1	0.1	-9.5	17.6	1.4
NC(=O)c1c(SCc2ccccc2)sc(C(=O)c2ccccc2)c1N	-29.6	0.0	0.3	-0.4	13.6	-6.9	6.2	-0.1
O=C1CSC(c2ccncc2)N1CC1CC1 (stereo not given)	-44.8	30.1	-0.2	-2.2	6.0	-1.6	-16.5	-0.5
CCC(=O)Nc1cnc(OC)c(C(F)(F)F)c1	23.7	-5.8	-3.4	-8.9	-3.9	-5.5	-7.2	-0.1
CCOC(=O)N/N=C(\CC)c1ccc(-c2ccccc2F)cc1	-88.3	-1.9	1.4	-0.1	-0.7	-3.5	0.0	-0.9
CN1CCN(c2ccc(CNC(=O)c3cccnc3Oc3ccc(Cl)cc3)cc2)CC1	-5.3	-3.3	-7.4	4.9	-1.8	-3.5	-12.2	0.1
COc1ccc(NC(=O)CC2NCCNC2=O)cc1 (stereo not given)	-0.8	7.2	-4.8	1.4	-2.6	-4.0	2.4	-0.3
CCCCCCSc1n[nH]c(=S)s1	15.0	4.5	96.3*	6.1	0.2	-5.2	35.6	-0.6
COC(=O)CNC(=O)c1ccccc1	11.9	15.2	-2.2	3.6	-6.8	-4.7	1.1	-0.1
O=S(=O)(c1cc(Br)c(Br)s1)N1CCCCC1	-6.7	16.3	4.1	2.0	4.1	-3.5	34.2	0.1
O=C(O)/C=C/C(=O)NCc1ccncc1	5.7	5.5	-6.7	4.9	-0.3	-1.4	-10.3	-0.2
Nc1nccnc1C(=O)Oc1ccccc1	-37.4	-6.0	-14.2	-2.1	1.3	-7.0	-2.6	0.2
S=C(NCc1ccco1)NCC1CC(c2ccccc2)=NO1 (stereo not given)	-21.4	2.6	0.8	4.2	-5.5	-1.6	-4.4	-0.9
Cc1cc(=O)oc2c1c(C)nn2-c1ccccc1	-13.5	11.0	-6.1	9.1	11.8	0.2	5.2	0.2
Cn1cc(Br)c(-c2cccc(NS(=O)(=O)c3ccc(Cl)cc3)c2)n1	-56.9	-3.4	3.5	25.7	12.2	-5.5	47.1	-0.5
C#CCSc1ncc(C(=O)O)c(C(OC)OC)n1	-34.3	-13.9	1.9	-3.1	12.4	-1.0	-6.6	0.1
Cc1nnsc1C(=O)Oc1ccccc1N1CCCCC1	6.1	-0.4	-1.4	-1.3	2.7	-5.9	2.7	0.4
Cc1nc(N)nc(N/N=C/c2c(F)cccc2Cl)n1	-20.1	-9.7	1.5	-1.6	1.4	-7.2	-0.5	-0.7
COC(=O)c1sccc1NC(=S)NCCN1CCNC1=O	19.7	-5.4	98.9*	4.6	-16.4	-5.1	-18.2	-0.1

Sorted by the number under TLR4 MyD88 blk (rising): three from the list above.
structure	Nox1 inhibitor	KOR antag MB	PME-1 Maybridge	TLR4 MyD88 blk	rat GALR2 ag	S1P1 agonist	NOTCH ag
COC(=O)CNC(=O)c1ccccc1	11.9	15.2	3.6	-6.8	-4.7	1.1	-0.1
O=C(O)/C=C/C(=O)NCc1ccncc1	5.7	5.5	4.9	-0.3	-1.4	-10.3	-0.2
CCCCCCSc1n[nH]c(=S)s1	15.0	4.5	6.1	0.2	-5.2	35.6	-0.6

The results go on.
SMILES	Nox1 inhibitor	KOR antag MB	Luminol counter	PME-1 Maybridge	TLR4 MyD88 blk	rat GALR2 ag	S1P1 agonist	NOTCH ag
O=S(=O)(Nc1ccc(N2CCCCC2)cc1)c1cc(S(=O)(=O)c2ccccc2)cs1	103.5*	5.0	15.8	21.9	-7.1	-8.2	48.0	-0.1
CNS(=O)(=O)c1ccccc1Sc1cccc2cccc(C(=O)O)c12	-48.5	10.3	2.4	-0.2	8.4	-3.5	1.2	-0.4
N/C(CS(=O)(=O)c1ccc(F)cc1)=N\ONc1ccc(OC(F)(F)F)cc1	-27.0	-10.3	0.9	-2.9	2.8	-6.7	-5.2	-0.2
O=C(c1ccccc1)c1cccc(N=Cc2c(O)[nH]c(=O)[nH]c2=O)c1	2.4	5.8	-4.9	-7.0	-1.3	-5.7	33.5	-0.1
CN(C)c1ccc(NC(=O)Nc2cccs2)cc1	91.6*	20.9	-2.5	-5.2	-0.6	-6.5	0.3	-0.7
CCCOC(NC(=O)CC)(C(F)(F)F)C(F)(F)F	-23.5	8.2	-5.3	5.0	-6.1	-6.9	-0.3	-0.4
COc1ccc(OS(=O)(=O)c2sc3ccc(Cl)cc3c2C)cc1	8.4	25.2	-7.0	-3.5	-10.8	-8.1	34.2	-0.1
CCN1/C(=C\C(=S)Nc2ccccc2)Sc2ccccc21	19.3	8.4	2.8	6.9	5.7	-4.6	-10.0	-1.1
CSc1nn(-c2ccccc2)cc1-c1noc(-c2cccs2)n1	-20.6	25.0	2.8	-3.4	0.2	-8.0	10.2	-0.3
Cc1cc(NC(=O)CC#N)no1	-12.1	-10.2	10.9	-3.2	-2.2	-5.7	-14.7	1.3
Cc1cn(CCC(=O)NC2Cc3ccccc3C2)c2ccccc12	-41.4	-32.6	0.8	7.1	1.2	-9.0	10.1	-0.8
Cc1ccc(Nc2nnns2)cc1	10.6	-3.0	-22.4	-0.9	4.2	-6.6	-0.5	-0.1
COc1ccccc1NS(=O)(=O)c1ccc(Cl)s1	-16.6	-5.5	2.7	32.0*	0.1	-7.0	3.8	/
COc1ccc(NC(=O)c2c(C(=O)O)cccc2[N+](=O)[O-])cc1	38.6	-4.3	-32.1	4.6	0.5	-2.7	-9.1	-0.2
O=C1NCCN1CCN1CCS(=O)(=O)CC1	-24.2	10.8	1.1	-2.5	-1.5	-5.7	-15.6	-0.5
CS(=O)(=NS(=O)(=O)c1cccc2nonc12)c1ccccc1 (stereo not given)	-65.0	2.0	-1.6	-0.2	8.2	-7.4	-17.3	/
CCOC(=O)Nc1ccc(OC)cc1OC	-2.8	-17.1	-1.0	1.0	-4.2	-3.6	-3.6	-0.4
COc1ccc(-c2csc(CN3CCN(c4ccccc4OC)CC3)n2)cc1	-38.4	-2.1	3.4	-0.5	0.9	1.7	3.8	-0.1
O=C(CSc1ccccn1)Nc1ccccc1Sc1nccc(C(F)(F)F)n1	-46.4	4.6	4.4	-2.0	11.4	-4.9	83.7*	-0.7
O=C1NCCN1CCN1C(=O)c2ccccc2NC1c1cccs1 (stereo not given)	-56.6	-2.7	2.6	-1.9	-4.0	-3.9	-7.4	0.3
COC(=O)c1cc(C)[nH]c(=O)n1	-9.9	3.0	-3.3	3.5	0.3	-2.0	-8.4	-0.3
S=C(NCCc1ccccn1)NN1C2CSC1CS2	-28.2	21.1	2.7	0.5	-0.1	-3.9	-3.1	-0.3
O=C(N1CCSCC1)C12CC3CC(CC(C3)C1)C2	-48.1	22.3	2.3	-5.5	9.7	-4.4	-2.8	-0.5
COC(=O)CC/C(=N/Nc1ccc([N+](=O)[O-])cc1[N+](=O)[O-])c1ccc(C)cc1	-26.7	-8.7	-1.6	3.6	3.8	-6.6	-14.5	-0.3
CCOC(=O)CSCc1c(C)c(C)c(C)c(C)c1C	5.2	-11.1	2.8	5.0	-4.0	-5.0	-8.6	-0.6
CSc1nccc(-c2ccc(S(=O)(=O)n3nc(C)c(Br)c3C)s2)n1	-46.6	-7.8	0.9	-1.7	2.6	-6.6	-7.9	-0.4
Cc1nnsc1C(=O)NCc1cc(F)cc2c1OCOC2	19.3	11.8	-3.8	8.0	4.6	-2.6	4.3	-0.6
Cc1ccc(Sc2cc(N3CCOCC3)c(C)cc2[N+](=O)[O-])cc1	15.8	6.7	-1.7	0.8	-12.1	-5.3	-6.9	-0.6
CCOC(=O)c1ccccc1C(=O)c1ccc(N(C)C)cc1	-51.0	-12.9	-1.1	1.5	9.6	-5.9	-1.0	-0.4
O=C1CSC(c2cn(-c3ccccc3)nc2-c2ccccc2)N1CCO (stereo not given)	-67.2	-3.2	3.0	1.5	7.2	-1.6	-11.4	0.2
CCNC(=S)N/N=C/c1cc(OC)c(OC)c(OC)c1	-12.0	-8.9	12.7	-6.0	-11.9	-5.8	-16.7	0.1
O=C(COc1ccc(Cl)cc1)N1CCN(c2ncc(C(F)(F)F)cc2Cl)CC1	14.9	-17.0	-6.1	8.0	10.6	-6.1	16.6	-0.6
CC(C)(C)c1nc(-c2ccc(C(F)(F)F)cn2)no1	-49.4	-4.2	0.6	-1.3	-0.3	-5.5	-10.5	-5.3
S=C(N/N=C/c1[nH]ncc1Br)Nc1ccc(Cl)cc1	-20.5	45.1	3.4	-3.0	2.3	2.0	27.2	0.1
O=C(O)Cc1csc(NC(=O)CSc2nc3ccccc3s2)n1	5.0	0.4	-4.6	2.5	-7.7	-6.0	-7.8	-0.5
Cc1ncc(CSC(=S)N2CCSCC2)c(CO)c1O	-22.4	8.9	-2.0	0.3	1.7	-8.4	8.0	-0.4
Cc1nc(C(=O)/C=C/N(C)C)cs1	-29.4	5.8	-0.9	0.6	3.3	-6.6	-15.4	-0.6
O=C(OCCCCCOc1ccc(Cl)cc1)c1ccco1	-54.8	19.9	1.8	-1.1	12.5	-6.2	4.5	-0.4
CCOC(=O)c1cnc(Nc2nc(C(C)(C)C)cs2)nc1C	-13.8	1.1	3.6	-1.3	9.7	-6.3	2.3	-0.2

14 entries out of the list, arranged by length of the SMILES, rising:
SMILES	Nox1 inhibitor	KOR antag MB	Luminol counter	PME-1 Maybridge	TLR4 MyD88 blk	rat GALR2 ag	S1P1 agonist	NOTCH ag
COC(=O)c1cc(C)[nH]c(=O)n1	-9.9	3.0	-3.3	3.5	0.3	-2.0	-8.4	-0.3
S=C(NCCc1ccccn1)NN1C2CSC1CS2	-28.2	21.1	2.7	0.5	-0.1	-3.9	-3.1	-0.3
Cc1ncc(CSC(=S)N2CCSCC2)c(CO)c1O	-22.4	8.9	-2.0	0.3	1.7	-8.4	8.0	-0.4
CCOC(=O)CSCc1c(C)c(C)c(C)c(C)c1C	5.2	-11.1	2.8	5.0	-4.0	-5.0	-8.6	-0.6
O=C(N1CCSCC1)C12CC3CC(CC(C3)C1)C2	-48.1	22.3	2.3	-5.5	9.7	-4.4	-2.8	-0.5
CCNC(=S)N/N=C/c1cc(OC)c(OC)c(OC)c1	-12.0	-8.9	12.7	-6.0	-11.9	-5.8	-16.7	0.1
CCOC(=O)c1ccccc1C(=O)c1ccc(N(C)C)cc1	-51.0	-12.9	-1.1	1.5	9.6	-5.9	-1.0	-0.4
O=C(O)Cc1csc(NC(=O)CSc2nc3ccccc3s2)n1	5.0	0.4	-4.6	2.5	-7.7	-6.0	-7.8	-0.5
O=C1CSC(c2cn(-c3ccccc3)nc2-c2ccccc2)N1CCO (stereo not given)	-67.2	-3.2	3.0	1.5	7.2	-1.6	-11.4	0.2
COc1ccc(-c2csc(CN3CCN(c4ccccc4OC)CC3)n2)cc1	-38.4	-2.1	3.4	-0.5	0.9	1.7	3.8	-0.1
Cc1ccc(Sc2cc(N3CCOCC3)c(C)cc2[N+](=O)[O-])cc1	15.8	6.7	-1.7	0.8	-12.1	-5.3	-6.9	-0.6
CSc1nccc(-c2ccc(S(=O)(=O)n3nc(C)c(Br)c3C)s2)n1	-46.6	-7.8	0.9	-1.7	2.6	-6.6	-7.9	-0.4
O=C(COc1ccc(Cl)cc1)N1CCN(c2ncc(C(F)(F)F)cc2Cl)CC1	14.9	-17.0	-6.1	8.0	10.6	-6.1	16.6	-0.6
COC(=O)CC/C(=N/Nc1ccc([N+](=O)[O-])cc1[N+](=O)[O-])c1ccc(C)cc1	-26.7	-8.7	-1.6	3.6	3.8	-6.6	-14.5	-0.3

Screening results (PubChem)
